# Screening data (PubChem BioAssay)
# aSyn yeast rescue: alpha-synuclein toxicity suppression in yeast; S. cerevisiae alpha-synuclein toxicity rescue, BacTiter-Glo growth, 24 h; Potency, µM (highest dose often 46.1 µM), for inactives: top-dose growth rescue (activation), most hits filed as activators; 0.02% of 94,000 active; AID 1347070; active means well fitted activation curve with a large enough effect; further: 0% is about no effect
#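 Growth restoration measured by BacTiter-Glo luminescence after 24 hr at 30 deg C; alpha-synuclein yeast, raffinose-pregrown to mid-log, were added at OD600=0.02 in galactose medium onto pinned compounds.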
# The depositor's hits bear a star; [ ] = remark or other dose. Potency means the concentration at half of the fitted maximal effect. This is a subset; rates above refer to the full screens.
# The opening 19 compounds as a preview:
smiles: Cc1ccc(Cn2c(=O)c3cccnc3n(CC(=O)Nc3cc(Cl)ccc3C)c2=O)cc1
  aSyn yeast rescue: 4%
smiles: CC(C)c1ccc(N2C(=O)N(Cc3cccc([N+](=O)[O-])c3)c3ccccc3S2(=O)=O)cc1
  aSyn yeast rescue: 6%
smiles: CC(OC(=O)Cc1n[nH]c(=O)c2ccccc12)C(=O)N(C)c1ccccc1 (configuration not stated)
  aSyn yeast rescue: -11%
smiles: O=C(Cn1c(=O)n(Cc2ccco2)c(=O)c2cccnc21)Nc1ccccc1F
  aSyn yeast rescue: -4%
smiles: CCOc1ccc(C2c3c(oc4ccc(C)cc4c3=O)C(=O)N2c2nc(C)c(C)s2)cc1OC (configuration not stated)
  aSyn yeast rescue: -10%
smiles: COC(=O)c1ccccc1NC(=O)C1=CC(c2ccc3c(c2)OCO3)=NS(=O)(=O)N1C
  aSyn yeast rescue: 1%
smiles: COc1ccc(NC(=O)CN(C)C(=O)c2cccc(S(=O)(=O)N3CC4(C)CC3CC(C)(C)C4)c2)cc1 (configuration not stated)
  aSyn yeast rescue: -5%
smiles: CCOC(=O)c1ccccc1NC(=O)c1nn(C)c2c1COc1ccccc1-2
  aSyn yeast rescue: 2%
smiles: COc1ccc(S(=O)(=O)N2CCCCCC2)cc1C(=O)Nc1ccc(C)cn1
  aSyn yeast rescue: -1%
smiles: Cc1cc(C)cc(N(CCC#N)C(=O)COC(=O)CNC(=O)c2sc3ccccc3c2Cl)c1
  aSyn yeast rescue: -4%
smiles: COc1ccc(C(=O)OCc2cc(=O)n3nc(-c4cccs4)sc3n2)cc1
  aSyn yeast rescue: -4%
smiles: CS(=O)(=O)NCCCCCCNS(C)(=O)=O
  aSyn yeast rescue: 3%

smiles: CCOc1ccc(CCNC(=O)c2cn(CC)c3ccc(S(=O)(=O)N4CCCCCC4)cc3c2=O)cc1OCC
  aSyn yeast rescue: 7%
smiles: Cc1nc(N2CCOCC2)c2c(C(=O)N(C)c3ccccc3)c(C)oc2n1
  aSyn yeast rescue: -3%
smiles: COc1ccc(CNC(=O)O[C@@H]2C[C@H]3C(=O)N(c4ccccc4)C(=O)[C@H]3[C@@]3(CN(S(=O)(=O)c4ccc(C)cc4)C[C@H]3C)[C@@H]2O)cc1OC
  aSyn yeast rescue: -10%
smiles: Cc1ccc(-n2nnnc2CNC(=O)c2ccc(F)cc2)cc1C
  aSyn yeast rescue: -12%
smiles: COC(=O)c1ccccc1NC(=O)CCC(=O)N1CC(C)Oc2ccc(C)cc21 (configuration not stated)
  aSyn yeast rescue: 6%
smiles: CCOc1ccc(N2CC(C(=O)Nc3ccc(S(=O)(=O)N4CCCC4)cc3)CC2=O)cc1 (configuration not stated)
  aSyn yeast rescue: 12%
smiles: CCOC(=O)CSc1nc(C)c(CC)c(C)c1C(N)=O
  aSyn yeast rescue: -4%

# All compounds of this part, from the start:
smiles: Cc1ccc(Cn2c(=O)c3cccnc3n(CC(=O)Nc3cc(Cl)ccc3C)c2=O)cc1
  aSyn yeast rescue: 4%
smiles: CC(C)c1ccc(N2C(=O)N(Cc3cccc([N+](=O)[O-])c3)c3ccccc3S2(=O)=O)cc1
  aSyn yeast rescue: 6%
smiles: CC(OC(=O)Cc1n[nH]c(=O)c2ccccc12)C(=O)N(C)c1ccccc1 (configuration not stated)
  aSyn yeast rescue: -11%
smiles: O=C(Cn1c(=O)n(Cc2ccco2)c(=O)c2cccnc21)Nc1ccccc1F
  aSyn yeast rescue: -4%
smiles: CCOc1ccc(C2c3c(oc4ccc(C)cc4c3=O)C(=O)N2c2nc(C)c(C)s2)cc1OC (configuration not stated)
  aSyn yeast rescue: -10%
smiles: COC(=O)c1ccccc1NC(=O)C1=CC(c2ccc3c(c2)OCO3)=NS(=O)(=O)N1C
  aSyn yeast rescue: 1%
smiles: COc1ccc(NC(=O)CN(C)C(=O)c2cccc(S(=O)(=O)N3CC4(C)CC3CC(C)(C)C4)c2)cc1 (configuration not stated)
  aSyn yeast rescue: -5%
smiles: CCOC(=O)c1ccccc1NC(=O)c1nn(C)c2c1COc1ccccc1-2
  aSyn yeast rescue: 2%
smiles: COc1ccc(S(=O)(=O)N2CCCCCC2)cc1C(=O)Nc1ccc(C)cn1
  aSyn yeast rescue: -1%
smiles: Cc1cc(C)cc(N(CCC#N)C(=O)COC(=O)CNC(=O)c2sc3ccccc3c2Cl)c1
  aSyn yeast rescue: -4%

smiles: COc1ccc(C(=O)OCc2cc(=O)n3nc(-c4cccs4)sc3n2)cc1
  aSyn yeast rescue: -4%
smiles: CS(=O)(=O)NCCCCCCNS(C)(=O)=O
  aSyn yeast rescue: 3%
smiles: CCOc1ccc(CCNC(=O)c2cn(CC)c3ccc(S(=O)(=O)N4CCCCCC4)cc3c2=O)cc1OCC
  aSyn yeast rescue: 7%
smiles: Cc1nc(N2CCOCC2)c2c(C(=O)N(C)c3ccccc3)c(C)oc2n1
  aSyn yeast rescue: -3%
smiles: COc1ccc(CNC(=O)O[C@@H]2C[C@H]3C(=O)N(c4ccccc4)C(=O)[C@H]3[C@@]3(CN(S(=O)(=O)c4ccc(C)cc4)C[C@H]3C)[C@@H]2O)cc1OC
  aSyn yeast rescue: -10%
smiles: Cc1ccc(-n2nnnc2CNC(=O)c2ccc(F)cc2)cc1C
  aSyn yeast rescue: -12%
smiles: COC(=O)c1ccccc1NC(=O)CCC(=O)N1CC(C)Oc2ccc(C)cc21 (configuration not stated)
  aSyn yeast rescue: 6%
smiles: CCOc1ccc(N2CC(C(=O)Nc3ccc(S(=O)(=O)N4CCCC4)cc3)CC2=O)cc1 (configuration not stated)
  aSyn yeast rescue: 12%
smiles: CCOC(=O)CSc1nc(C)c(CC)c(C)c1C(N)=O
  aSyn yeast rescue: -4%
smiles: CCN1CCN(Cc2ccc(NC(=O)c3ccc(C)c(NC(=O)c4c[nH]c5cc(C(F)(F)F)ccc5c4=O)c3)cc2C(F)(F)F)CC1
  aSyn yeast rescue: -13%

smiles: CC1CCCCN1C(=O)CCS(=O)(=O)Cc1ccccc1 (configuration not stated)
  aSyn yeast rescue: 10%
smiles: COc1ccccc1CNC(=O)/C=C/c1ccc(S(=O)(=O)N2CCOCC2)cc1
  aSyn yeast rescue: 3%
smiles: CCOc1ccc(N2CC(c3nc4ccccc4n3Cc3ccccc3F)CC2=O)cc1 (configuration not stated)
  aSyn yeast rescue: -14%
smiles: Cc1oc2ncn(C)c(=O)c2c1C(=O)N(Cc1ccccc1)C(C)C
  aSyn yeast rescue: 4%
smiles: O=C(Cc1ccccc1Cl)N1CCN(c2ncccn2)CC1
  aSyn yeast rescue: 0%
smiles: COc1ccc(S(=O)(=O)N2CCC(c3ccncc3)CC2)cc1Cl
  aSyn yeast rescue: -8%
smiles: COC(=O)c1c(NC(=O)C(C)C)sc(C(=O)N2CCOCC2)c1C
  aSyn yeast rescue: 0%
smiles: Cc1ccccc1S(=O)(=O)/N=C(/c1ccccc1)N1CCOCC1
  aSyn yeast rescue: 0%
smiles: CC(C)CCNC(=O)CN1C(=O)COc2ccc(S(=O)(=O)N3CCOCC3)cc21
  aSyn yeast rescue: -3%
smiles: O=c1c(=O)n(-c2ccccc2)ccn1Cc1c(F)cccc1Cl
  aSyn yeast rescue: -3%

smiles: COc1ccccc1OCCn1c(C(C)Oc2ccccc2)nc2ccccc21 (configuration not stated)
  aSyn yeast rescue: 5%
smiles: Cn1nc(C(=O)NCCc2ccc(S(N)(=O)=O)cc2)c2ccccc2c1=O
  aSyn yeast rescue: -1%
smiles: COc1ccccc1C(=O)NCC(c1ccco1)N1CCc2ccccc21 (configuration not stated)
  aSyn yeast rescue: -50%[inhibitor]
smiles: CCOC(=O)C1(CC2CCCCO2)CCN(Cc2ccc(OC)cc2F)CC1 (configuration not stated)
  aSyn yeast rescue: 12%
smiles: Cn1c(CC(O)c2nc3ccccc3n2C)nc2ccccc21 (configuration not stated)
  aSyn yeast rescue: 0%
smiles: CCc1ccc(NC(=O)CN2C(=O)CSc3ccc(S(=O)(=O)N(C)C)cc32)cc1
  aSyn yeast rescue: -4%
smiles: COc1ccc(C(=O)Nc2ccc(OCc3cc(=O)n4ccccc4n3)cc2)cc1
  aSyn yeast rescue: 3%
smiles: COc1ccc(C2=C(C)C(=O)N(Cc3ccc(C(=O)NCc4cccc(C)c4)cc3)S2(=O)=O)cc1
  aSyn yeast rescue: 11%
smiles: Cc1c(C(=O)N2CCC(C)CC2)c(S(=O)(=O)N2CCN(c3cccc(Cl)c3)CC2)c(C)n1C
  aSyn yeast rescue: 14%
smiles: CCCN1C(C(=O)c2ccccc2)=C(OC(=O)c2ccc(OC)cc2)c2ccccc2S1(=O)=O
  aSyn yeast rescue: 3%

smiles: C#CCN(C[C@H]1[C@H](OC(=O)NCc2ccccc2F)[C@H](OC(=O)NCc2ccccc2F)C[C@@H](C(=O)OC)[C@H]1C(=O)OC)S(=O)(=O)c1ccc(C)cc1
  aSyn yeast rescue: 4%
smiles: CCCc1ccc(S(=O)(=O)N2CCN(C(=O)CN3C(=O)NC(C)(C4CC4)C3=O)CC2)cc1 (configuration not stated)
  aSyn yeast rescue: 5%
smiles: Cc1ccc(NC(=O)Cc2nnc(SCC(=O)Nc3nncs3)n2C)c(C)c1
  aSyn yeast rescue: 0%
smiles: CC(=O)c1ccc(Nc2cc(C)nc3nc(Cc4ccccc4)nn23)cc1
  aSyn yeast rescue: 4%
smiles: COc1ccc(S(=O)(=O)N2CCC(C(=O)OCC(=O)c3ccccc3)CC2)cc1[N+](=O)[O-]
  aSyn yeast rescue: 1%
smiles: Cc1oc(C)c2c(=O)cc(-c3ccc4c(c3)OCO4)cc(OC(=O)c3ccccc3Cl)c12
  aSyn yeast rescue: -3%
smiles: N=c1ccn(CC(=O)c2ccc(-c3ccccc3)cc2)cc1
  aSyn yeast rescue: -9%
smiles: CC(C)(C)c1ccc(OCC(=O)NC(Cc2c[nH]c3ccccc23)C(=O)O)cc1 (configuration not stated)
  aSyn yeast rescue: 6%
smiles: O=C(Cn1nc(C(=O)O)c2ccccc2c1=O)Nc1ccc(F)cc1
  aSyn yeast rescue: 10%
smiles: O=C(Cn1c(O)c(N=NC(=O)c2ccncc2)c2ccccc21)Nc1ccccc1
  aSyn yeast rescue: -9%

smiles: Cc1ccc(NC(=O)NCCN2C(=O)C3C4C=CC(C4)C3C2=O)cc1 (configuration not stated)
  aSyn yeast rescue: 0%
smiles: NC(=O)c1ccc(SCC(=O)OCC(=O)NCc2ccco2)c([N+](=O)[O-])c1
  aSyn yeast rescue: -1%
smiles: Cn1cc(S(=O)(=O)Nc2ccc(Br)cc2F)c(=O)n(C)c1=O
  aSyn yeast rescue: 3%
smiles: Cc1nnc(SCC(=O)NCc2ccccc2F)c2nn(-c3ccc(Cl)cc3)c(C)c12
  aSyn yeast rescue: -2%
smiles: COc1ccc(CC(=O)N2CCN(S(=O)(=O)c3cccs3)CC2)cc1OC
  aSyn yeast rescue: 5%
smiles: O=C(CSc1nnc2ccc(-c3ccc(F)cc3)nn12)NCC1CCCO1 (configuration not stated)
  aSyn yeast rescue: 6%
smiles: O=S(=O)(c1cnc[nH]1)N1CCN(c2ccc(Cl)cc2)CC1
  aSyn yeast rescue: 0%
smiles: COCCCN(C(=O)CSCc1c(C)noc1C)c1c(N)n(Cc2ccccc2)c(=O)[nH]c1=O
  aSyn yeast rescue: 6%
smiles: COc1ccc(OC)c(CNC(=O)Cn2nc(C)c3c(C)n(-c4ccccc4)nc3c2=O)c1
  aSyn yeast rescue: 0%
smiles: N#C/C(=N\Nc1ccc(S(=O)(=O)N2CCc3ccccc32)cc1)C(N)=S
  aSyn yeast rescue: 4%

smiles: Cc1ccc(NC(=O)C(Cc2ccccc2)NS(=O)(=O)c2ccc3c(c2)oc(=O)n3C)c(Cl)c1 (configuration not stated)
  aSyn yeast rescue: -1%
smiles: COc1cc(/C=C2\S/C(=N/S(=O)(=O)Cc3ccccc3)NC2=O)c([N+](=O)[O-])cc1OC
  aSyn yeast rescue: -1%
smiles: O=C(NCC1CCCO1)/C(=C\c1cccc([N+](=O)[O-])c1)NC(=O)c1ccccc1 (configuration not stated)
  aSyn yeast rescue: 6%
smiles: COc1ccccc1-c1nc2c(c(SCc3ccc(F)cc3Cl)n1)Cc1c(CO)cnc(C)c1O2
  aSyn yeast rescue: 0%
smiles: CCN1C(=O)/C(=C2/Sc3ccccc3N2CCCS(=O)(=O)O)SC1=S
  aSyn yeast rescue: -10%
smiles: COc1ccc(NC(=O)c2ccccc2SCc2ccccc2)cc1
  aSyn yeast rescue: -4%
smiles: COc1cccc(-n2c(=O)c3c(C)c(C(=O)N(C)C)sc3n(CC(=O)Nc3ccc(C)cc3Cl)c2=O)c1
  aSyn yeast rescue: -5%
smiles: Cc1cccc2nc(COc3ccc(Cl)c4cccnc34)cn12
  aSyn yeast rescue: -1%
smiles: Cc1ccc(/C=C(\C#N)c2nc(-c3cc4c(ccc5ccccc54)oc3=O)cs2)cc1
  aSyn yeast rescue: -14%
smiles: COc1cccc(CN(C)C[C@@H]2OCc3cnnn3CCCC(=O)N([C@@H](C)CO)C[C@H]2C)c1
  aSyn yeast rescue: -2%

# 3 of the compounds above, bar-delimited:
smiles | aSyn yeast rescue
COc1ccc(CC(=O)N2CCN(S(=O)(=O)c3cccs3)CC2)cc1OC | 5%
COc1ccccc1OCCn1c(C(C)Oc2ccccc2)nc2ccccc21 (configuration not stated) | 5%
CCOc1ccc(CCNC(=O)c2cn(CC)c3ccc(S(=O)(=O)N4CCCCCC4)cc3c2=O)cc1OCC | 7%
